FUS yeast rescue: suppressors of FUS proteinopathy in yeast; S. cerevisiae FUS-expressing, growth rescue, OD600, 24 h; Potency, µM (titrated, usually from 76.6 µM), for the others: at the highest dose growth rescue (activation), most hits filed as activators; actives 0.24% (n = 390,000); AID 1347120;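 note: potency is the fitted concentration of half-maximal effect; plate controls were DMSO vehicle for no effect and reference control for full effect; nearly all actives have a fitted effect of over 55% in size; some results filed as inactive show a strong effect at the top dose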
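FUS-expressing yeast, raffinose-pregrown, induced in 2% galactose minimal medium at OD 0.005; compounds in a dilution series, 24hr at 30C. Growth restoration read as absorbance at 600 nm. CP55940 positive control, DMSO negative.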
GLP1R inv ag: inverse agonists of human GLP-1 receptor; P43220; HEK293 GLP-1R CRE-luciferase, luminescence, 24 h; GLP-1R form is constitutively active; Potency, µM (doses to about 38.3 µM), inactives show at the top dose activity change, negative = inhibition, usual class: inhibitors; actives 1.6% (n = 410,000); AID 624417; note: potency is the fitted concentration of half-maximal effect; % is set by controls: 0 for no effect and ±100 for the full control effect; nearly all actives have a fitted effect of over 55% in size
Target sequence (P43220 whole entry, looked up): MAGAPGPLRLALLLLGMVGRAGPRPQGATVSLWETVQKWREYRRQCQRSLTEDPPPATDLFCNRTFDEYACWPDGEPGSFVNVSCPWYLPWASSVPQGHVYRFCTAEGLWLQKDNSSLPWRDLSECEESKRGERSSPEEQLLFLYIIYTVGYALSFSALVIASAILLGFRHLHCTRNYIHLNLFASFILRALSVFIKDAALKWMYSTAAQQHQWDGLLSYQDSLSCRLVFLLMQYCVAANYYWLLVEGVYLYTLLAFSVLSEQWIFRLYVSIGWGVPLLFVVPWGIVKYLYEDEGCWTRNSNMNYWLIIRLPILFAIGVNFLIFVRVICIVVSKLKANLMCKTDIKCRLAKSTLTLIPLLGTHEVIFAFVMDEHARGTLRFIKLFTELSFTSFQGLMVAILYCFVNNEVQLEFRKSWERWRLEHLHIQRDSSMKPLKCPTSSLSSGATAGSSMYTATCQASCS
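Luminescence readout: a drop in cAMP-driven luciferase signal flags inverse agonism at a constitutively active GLP-1R stably expressed in HEK293. Compound exposure lasted 24 hr at 37 deg C, 5% CO2.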
Akt phos inh: Akt phosphorylation inhibition | Neuro2A IGF-stimulated pAkt S473 HTRF, 20 min; active compounds read low | activity change, % for hits at 50 µM | actives 0.32% (n = 360,000) | AID 651550; in the data active = activity change below about -80%; inconclusive = mostly about -51% to -80%; note: % is set by controls: 0 for no effect and ±100 for the full control effect
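Neuro2A cells (4,500/well, DMEM with 0.5% FBS) were treated with compound at a single 50 µM final concentration, stimulated with 6 nM IGF for 20 min at 37 °C, and lysed. Phospho-Akt Ser473 was read by HTRF as 665/615 ratio ×10^4.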
TDP-43 yeast inh: inhibitors of TDP-43 toxicity in yeast. Potency, µM (highest dose often 46.1 µM), inactives show at the top dose growth rescue (activation), hits mostly activators. actives 1.8% (n = 410,000). AID 652104. TDP-43 expressing yeast growth rescue, BacTiter-Glo, 24 h; note: potency is the fitted concentration of half-maximal effect; % of control where 0% means no effect; nearly all actives have a fitted effect of over 50% in size
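Yeast expressing TDP-43 (pregrown in raffinose, seeded at OD600=0.02 in galactose medium) exposed to compounds 24 hr at 30 deg C. Growth read by BacTiter-Glo luminescence; rescue of toxicity appears as increased signal.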
HEK293 tox: cytotoxic in the GLP-1 receptor inverse agonist counter-screen | HEK293 cAMP-luciferase reporter cells, luminescence, 24 h | Potency, µM (series often up to 38.3 µM), inactives show at the highest dose activity change, negative = inhibition, usual class: inhibitors | actives 0.13% (n = 410,000) | AID 624418;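 note: loss of luciferase light is scored as toxicity; potency is the fitted concentration of half-maximal effect; % is set by controls: 0 for no effect and ±100 for the full control effect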
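Step one: seed cells (200 cells/uL, DMEM with 10% Nu serum, 1% pen-strep). Step two: 12-hour incubation at 37 deg C. Step three: pin 23 nL compound, incubate 24 hr. Step four: add luciferase reagent, read luminescence 12 min later.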
Abeta yeast res: A-beta toxicity reversal in yeast. yeast expressing A-beta42, growth rescue, OD600, 48 h; response scale: 0% DMSO, 100% iron-clioquinol control. Potency, µM (highest dose often 46.1 µM), inactives show at the top dose growth rescue, hits mostly activators. actives 0.063% (n = 410,000); note: potency is the fitted concentration of half-maximal effect; nearly all actives have a fitted effect of over 55% in size
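Growth rescue measured by 600 nm absorbance after 48 h yeast culture at 30 C with compound. Values normalized between DMSO and an equimolar ferric chloride plus clioquinol control.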
PTHR1 ag: PTHR1 (human) receptor agonism; HEK293 GP2 PTHR1 cells, GloSensor cAMP luminescence, 1 h; Potency, µM (doses to about 115 µM), inactives show at the highest dose activation, actives largely listed as activators; actives 0.075% (n = 410,000); AID 743266; note: potency is the fitted concentration of half-maximal effect; nearly all actives have a fitted effect of over 55% in size; some results filed as inactive show a strong effect at the top dose; inactives centre near -15; many of its hits are not listed in these tables
Target sequence (Q03431 whole entry, looked up): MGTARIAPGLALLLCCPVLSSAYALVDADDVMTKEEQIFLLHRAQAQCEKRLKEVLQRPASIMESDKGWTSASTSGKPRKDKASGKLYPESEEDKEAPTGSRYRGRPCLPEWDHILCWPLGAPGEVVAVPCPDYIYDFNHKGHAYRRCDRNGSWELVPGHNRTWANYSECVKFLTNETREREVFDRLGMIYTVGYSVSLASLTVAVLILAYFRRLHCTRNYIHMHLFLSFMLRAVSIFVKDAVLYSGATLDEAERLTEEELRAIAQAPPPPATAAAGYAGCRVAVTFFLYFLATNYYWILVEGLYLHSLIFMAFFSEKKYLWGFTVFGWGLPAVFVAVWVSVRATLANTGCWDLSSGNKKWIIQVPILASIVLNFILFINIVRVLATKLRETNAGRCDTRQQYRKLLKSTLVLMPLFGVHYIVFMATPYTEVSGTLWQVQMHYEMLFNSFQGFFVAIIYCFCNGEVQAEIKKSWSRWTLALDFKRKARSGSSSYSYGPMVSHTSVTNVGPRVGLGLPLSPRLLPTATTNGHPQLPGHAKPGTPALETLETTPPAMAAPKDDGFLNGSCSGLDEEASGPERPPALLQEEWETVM
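HEK-293-derived GP2 cells expressing PTHR1 and a GloSensor cAMP reporter, 3,000/well, plated overnight, given luciferin plus IBMX (each 0.5 mM as added) for 1 h at 37 °C, then compound for 1 h at 37 °C. Luminescence was read after 15 min at room temperature.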
Mm-Cpn inhibitor: M. maripaludis TRiC chaperonin inhibition. purified Mm-Cpn ATPase, ADP Transcreener TR-FRET. Potency, µM (titrated, usually from 76.9 µM), for inactives: at the highest dose activity, negative = inhibition, hits mostly inhibitors. actives 0.031% (n = 330,000); note: potency is the fitted concentration of half-maximal effect; % is set by controls: 0 for no effect and ±100 for the full control effect; nearly all actives have a fitted effect of over 80% in size
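Inhibition of chaperonin ATP hydrolysis is measured as reduced ADP production, detected by competitive TR-FRET in which signal falls with ADP. Final enzyme 25 nM and ATP 10 uM, reacted 30 min at 37°C.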
aSyn rescue: rescues yeast growth from alpha-synuclein toxicity; Yeast expressing alpha-synuclein, growth rescue, BacTiter-Glo, 24 h; AID 652106; actives 0.14% (n = 370,000); Potency, µM (top dose mostly 46.1 µM), inactives show at the highest dose growth rescue (activation), most hits filed as activators; note: potency is the fitted concentration of half-maximal effect; % of control where 0% means no effect; nearly all actives have a fitted effect of over 65% in size
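Screening used galactose-induced yeast with toxic alpha-synuclein levels, exposed to compound for 24 hr at 30 deg C. Cell growth, read with BacTiter-Glo luminescence, gave the measured signal.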
Active calls of the source: *; i = inactive; ? = inconclusive; · = not tested or not shown; & = joins results of further samples; [ ] = dose if it differs, or a comment. Unless noted, calls come from the whole dose curve; as a rule, active = well fitted curve in the direction sought with a large enough effect; inconclusive = small, poorly fitted or top-dose-only effect, or another doubt; inactive = no such curve, though single readings can be large; an effect the other way counts as inactive or inconclusive. An excerpt, so the mix of outcomes need not match the whole.

Every second line gives: FUS yeast rescue | GLP1R inv ag | Akt phos inh | TDP-43 yeast inh | HEK293 tox | Abeta yeast res | PTHR1 ag | Mm-Cpn inhibitor | aSyn rescue
> CCN1C(=O)[C@H]2[C@@H](c3ccc(OC)cc3)N[C@]3(CCCN(Cc4ccc(C)cc4)C3=O)[C@H]2C1=O
  24% | -1% | i | 0% | 7% | 1% | -21% | · | -3%
> Cc1cc(C)n(Cc2ccc(C(=O)NCCC3=CCCCC3)o2)n1
  -2% | ? | i | 24% | -8% | 15% | -27% | 1% | -1%
> Cc1nnc(SCC(=O)N2CCC(C(=O)Nc3nccs3)CC2)n1Cc1ccccc1
  29% | 4% | i | -1% | 6% | 11% | i | 2% | 0%
> COc1ccc2ccccc2c1CNc1nnnn1C
  1% | -5% | i | 17%[9.22 µM] | -1% | 7% | i | -3% | -1%
> CCOC(=O)N1CCN(C(=O)Cn2ncc3c2-c2ccccc2OC3)CC1
  -17% | -6% | i | -14% | 2% | -4% | -8% | 2% | 1%
> CC1CN(C(=O)c2ccc(N3CCCCC3)c([N+](=O)[O-])c2)CC(C)O1 (stereo not given)
  · | 12% | i | 0% | 27% | -23% | 4% | 0% | -1%
> COc1ccc(-c2nnc(SC(C)C(=O)NCc3ccc4c(c3)OCO4)n2Cc2ccco2)cc1 (stereo not given)
  21% | ? | · | -9% | -25% | 9% | i | 0% | 0%
> COc1ccc(NC(=O)c2ccc(NCCN3C(=O)CCC3=O)c([N+](=O)[O-])c2)cc1
  16% | -2% | i | 6% | -2% | -23% | -38%[inhibitor] | 0% | -3%
> O=C(C[C@H]1C/C=C/CC[C@@H](Cc2ccc(F)cc2)C(=O)OC[C@H](c2ccccc2)NC1=O)NCCO
  17% | 9% | i | -3% | 8% | -8% | -21% | 2% | 5%
> CCOc1ccccc1C(=O)Nc1cccc2cccnc12
  1% | 18% | i | 7% | 16% | 3% | -69%[inhibitor] | 0% | 1%
> COc1ccc(C2=Nc3ccccc3N(C(=O)c3ccc4c(c3)OCO4)C2C(=O)NCc2ccccc2)cc1 (stereo not given)
  ? | ? | i | ? | -19% | 2% | i | · | 7%
> Cn1cc(CC(=O)NC2CCCCC2)c2ccccc21
  7% | 11% | i | 17% | -30% | 10% | i | 0% | 14%
> CN1CCCN(C(=O)CNC(=O)c2ccccc2Br)CC1
  -1% | -1% | i | 6% | -13% | -16% | ? | -2% | -7%
> CN(Cc1cccc(Cl)c1Cl)C(=O)c1ccccc1SCC(=O)N1CCCC1
  18% | ? | i | 10% | -18% | 0% | -21% | · | 7%
> c1ccc(-c2nnc(CN3CCCCC3)o2)cc1
  -33% | 8% | i | 9% | -3% | 8% | -16% | -2% | -1%

The last 4 compounds of the part above come first, to join the parts:
Every second line gives: FUS yeast rescue | GLP1R inv ag | Akt phos inh | TDP-43 yeast inh | HEK293 tox | Abeta yeast res | PTHR1 ag | Mm-Cpn inhibitor | aSyn rescue
> Cn1cc(CC(=O)NC2CCCCC2)c2ccccc21
  7% | 11% | i | 17% | -30% | 10% | i | 0% | 14%
> CN1CCCN(C(=O)CNC(=O)c2ccccc2Br)CC1
  -1% | -1% | i | 6% | -13% | -16% | ? | -2% | -7%
> CN(Cc1cccc(Cl)c1Cl)C(=O)c1ccccc1SCC(=O)N1CCCC1
  18% | ? | i | 10% | -18% | 0% | -21% | · | 7%
> c1ccc(-c2nnc(CN3CCCCC3)o2)cc1
  -33% | 8% | i | 9% | -3% | 8% | -16% | -2% | -1%
> c1ccc2c(c1)nc1n2C2(N3CCOCC3)CCCC2C1N1CCOCC1 (stereo not given)
  18% | 10% | i | 0% | 2% | -8% | i | -1% | -9%
> O=C(NCC1COc2ccccc2O1)C1CCN(S(=O)(=O)c2cccc3nsnc23)CC1 (stereo not given)
  -10% | 15% | i | -16% | -3% | -23% | i | 2% | -6%
> CC(C)NCC(O)c1ccc(NS(C)(=O)=O)cc1 (stereo not given)
  -26% | 0% | i | 8% | 4% | -13% | i | -3% | -5%&-4%
> CCc1cc2c(-c3ccccc3)cc(=O)oc2cc1OC(C)C(C)=O (stereo not given)
  ? | ? | i | ? | -21% | 20% | -86%[inhibitor] | 1% | -2%
> Cc1ccccc1Cn1cnc2c(NS(C)(=O)=O)c(C)c(C)cc21
  ? | -4% | i | 21% | -24% | 4% | 21%[57.5 µM] | 0% | 1%
> CCN(CC)S(=O)(=O)c1ccc(OCCNS(C)(=O)=O)cc1
  12% | 4% | i | ? | 0% | -1% | i | 0% | 9%
> CCc1ccc(C(c2ccc(CC)cc2)C(Cl)Cl)cc1
  -37% | ? | i | 22% | -5% | 10% | -69%[inhibitor] | -3% | 3%
> CCOc1cc(CNC(=O)Cn2ncn3c(cc4cc(F)ccc43)c2=O)cc(OCC)c1OCC
  -15% | 7% | · | 19% | -7% | -4% | i | · | ·
> N#CCCN(C(=O)COC(=O)C1=COCCO1)c1ccc(F)cc1
  4% | 9% | i | 16% | -3% | 9% | i | 0% | 5%
> Cc1cc(O)c(C(=O)/C=C/c2ccccc2Br)c(=O)o1
  33% | 6% | i | · | 4% | -23% | -25% | -8% | 12%
> Cc1nc(NC(=O)c2ccc(Br)s2)sc1C(=O)N(C)C
  25% | 0% | i | 4% | 12% | 13% | -18% | -7% | 2%
> c1ccc(CSc2nnnn2-c2ccccc2)cc1
  -12% | 2% | i | ? | -38% | -4% | -19%[57.5 µM] | -10% | -24%
> COc1ccc(Cl)cc1N(CC(=O)Nc1cccc(SC)c1)S(C)(=O)=O
  29% | ? | i | -6% | -8% | 8% | -19% | -2% | 11%
> CSc1ccc(CN2CCCC(CO)(Cc3ccccc3)C2)cc1 (stereo not given)
  -14% | ? | i | 23% | 5% | 3% | -8% | 1% | 4%
> CCN(C(=O)COC(=O)c1cccc2ccccc12)c1c(N)n(Cc2ccccc2)c(=O)[nH]c1=O
  -4% | -1% | i | 10% | 3% | -4% | -13% | · | -6%

In a second layout: 4 of the compounds above
CCN(CC)S(=O)(=O)c1ccc(OCCNS(C)(=O)=O)cc1
  FUS yeast rescue: 12%
  GLP1R inv ag: 4%
  Akt phos inh: i
  TDP-43 yeast inh: ?
  HEK293 tox: 0%
  Abeta yeast res: -1%
  PTHR1 ag: i
  Mm-Cpn inhibitor: 0%
  aSyn rescue: 9%

CCc1ccc(C(c2ccc(CC)cc2)C(Cl)Cl)cc1
  FUS yeast rescue: -37%
  GLP1R inv ag: ?
  Akt phos inh: i
  TDP-43 yeast inh: 22%
  HEK293 tox: -5%
  Abeta yeast res: 10%
  PTHR1 ag: -69%[inhibitor]
  Mm-Cpn inhibitor: -3%
  aSyn rescue: 3%

CCOc1cc(CNC(=O)Cn2ncn3c(cc4cc(F)ccc43)c2=O)cc(OCC)c1OCC
  FUS yeast rescue: -15%
  GLP1R inv ag: 7%
  Akt phos inh: ·
  TDP-43 yeast inh: 19%
  HEK293 tox: -7%
  Abeta yeast res: -4%
  PTHR1 ag: i
  Mm-Cpn inhibitor: ·
  aSyn rescue: ·

N#CCCN(C(=O)COC(=O)C1=COCCO1)c1ccc(F)cc1
  FUS yeast rescue: 4%
  GLP1R inv ag: 9%
  Akt phos inh: i
  TDP-43 yeast inh: 16%
  HEK293 tox: -3%
  Abeta yeast res: 9%
  PTHR1 ag: i
  Mm-Cpn inhibitor: 0%
  aSyn rescue: 5%

Next records follow:
Every second line gives: FUS yeast rescue | GLP1R inv ag | Akt phos inh | TDP-43 yeast inh | HEK293 tox | Abeta yeast res | PTHR1 ag | Mm-Cpn inhibitor | aSyn rescue
> O=C(O)[C@@H]1CCCN1C(=O)COc1ccc2c3c(c(=O)oc2c1)CCC3
  -4% | -7% | i | 6% | -6% | -11% | -21% | -1% | 0%
> CC12CC(c3ccccc3O1)N(C(=O)c1ccco1)C(=S)N2c1ccccc1 (stereo not given)
  55% | ? | i | -7% | ? | -3% | ? | -2% | -4%
> CCCCNC(=S)N(CCCO)Cc1cc2cc3c(cc2[nH]c1=O)OCO3
  -27% | 1% | i | -16% | -3% | -12% | -11% | · | -8%
> CCOc1ccccc1NC(=O)CSC1=C(C#N)C(c2ccco2)C(C(=O)Nc2nc3ccccc3s2)=C(C)N1 (stereo not given)
  · | -23% | i | 10% | 26% | -1% | -28% | ? | -10%
> COc1cc([N+](=O)[O-])c(C)cc1NC(=O)c1ccc(OC)c(OC)c1
  -9% | 14% | i | 12% | 5% | 6% | -1% | · | -2%
> Cc1ccc(NC(=O)CS(=O)CC(=O)N(C2CCCC2)C(C)C(=O)NC2CCCCC2)cc1 (stereo not given)
  23% | -13% | i | -14% | -36% | 14% | i | 2% | 0%
> COc1cc2nc(NCC(C)c3ccccc3)n3nc(-c4ccccc4)nc3c2cc1OC (stereo not given)
  12% | 8% | · | -6% | -25% | -23% | -56%[inhibitor] | · | ·
> CN(c1nc2ccccc2n2c(-c3ccco3)nnc12)S(=O)(=O)c1ccccc1
  18% | 0% | i | -11% | 1% | -4% | i | ? | 0%
> CC[C@@]1(C(=O)OC)N[C@H](CN(C)C(=O)Nc2ccccc2)[C@@H]2C(=O)N(Cc3ccccc3)C(=O)[C@@H]21
  8% | 21% | i | 7% | -2% | -7% | -16% | 1% | 6%
> COCCn1c(N)c(C(=O)NCc2cccs2)c2nc3ccccc3nc21
  23% | ? | i | 18% | 164%[activator] | 1% | -15%[57.5 µM] | 2% | 23%
> CCc1ccc(-c2[nH]c3c(c2-c2c(-n4cccc4)n(C)c(=O)n(C)c2=O)c(=O)n(C)c(=O)n3C)cc1
  6% | 18% | · | 16% | 1% | -13% | i | · | ·

Source: PubChem BioAssay (National Center for Advancing Translational Sciences (NCATS))
